Screening results: PubChem BioAssay, several laboratories
TbMetRS inhib: Trypanosoma brucei MetRS inhibition; purified T. brucei MetRS, ATP depletion, Kinase-Glo luminescence; AID 624268; inhibition, % at 11.9 µM; 360,000 tested, 0.4% active;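 active means inhibition above a per-plate cutoff of the control wells' mean inhibition plus 3 SD, cut at about 5.5% in these data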;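 further: 0% = DMSO wells median and 100% = median of wells with control inhibitor compound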
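Dosing: 11.9 µM compound single dose, 0.9% DMSO; Assay system: purified T. brucei MetRS enzyme; Measured by: Kinase-Glo luciferase luminescence reporting remaining unconsumed ATP; Schedule: 15 min plus 2 h at 25 °C.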
CSN deneddyl inh: inhibitors of human CSN-mediated cullin deneddylation | 360,000 tested, 0.38% active | inhibition, % at 12.5 µM | Purified CSN, SCF-Nedd8-OG deneddylation, fluorescence polarization | Q92905;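 active means pattern-corrected inhibition above about 35%, with an unprinted fluorescence ratio check between 0.5 and 1.5, limit read from the data, passing the limit was not always enough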;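 further: 0% = enzyme with substrate and 100% = substrate without enzyme; some results filed as inactive read as strong as hits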
Target sequence (Q92905 whole entry, looked up, one chain of several): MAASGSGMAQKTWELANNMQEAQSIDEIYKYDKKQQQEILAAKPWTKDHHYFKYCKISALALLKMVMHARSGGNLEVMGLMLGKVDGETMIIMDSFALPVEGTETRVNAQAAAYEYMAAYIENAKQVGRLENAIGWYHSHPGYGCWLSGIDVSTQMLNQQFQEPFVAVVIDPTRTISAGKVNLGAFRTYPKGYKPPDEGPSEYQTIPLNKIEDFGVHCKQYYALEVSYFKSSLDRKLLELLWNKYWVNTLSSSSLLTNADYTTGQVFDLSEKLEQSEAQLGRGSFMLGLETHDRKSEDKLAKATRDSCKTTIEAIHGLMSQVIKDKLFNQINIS
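Assay system: purified human Csn5 enzyme expressed in HEK293T cells; measure: % inhibition; also added: SCFSkp2-Nedd8OG substrate at 10 nM final; technique: fluorescence polarization; times: reaction 90 min, room temperature; medium: Tris buffer pH 7.5, NaCl, DTT, Tween-20, trehalose, ovalbumin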
FAS TE block: FAS thioesterase (human) inhibition; AID 602261; recombinant FAS-TE, OMFH fluorogenic substrate, fluorescence endpoint; inhibition, % at 15 µM; P49327; 360,000 tested, 0.67% active;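 active means compounds whose normalised, plate-corrected inhibition of enzyme fluorescence in the single-dose primary screen is 50% or more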;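 further: 0% = DMSO with enzyme and 100% = substrate without enzyme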
PABP1 MLLE inh: blocks PAM2 peptide binding to the PABP1 MLLE domain; GST-MLLE / FITC-PAM2 fluorescence polarization; inhibition, % at 20 µM; 360,000 tested, 0.36% active; AID 588489; in the data active means inhibition above about 35%, passing the limit was not always enough;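 further: plate controls were DMSO wells with GST-MLLE for no effect and wells lacking GST-MLLE protein for full effect; some results filed as inactive read as strong as hits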
bovine MsrA act: activates bovine MsrA enzyme | purified bovine MsrA, absorbance read-out | activation, % at 10.6 µM | 360,000 tested, 0.3% active | AID 602163; in the data active means activation above about 7.5%;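 further: 0% = vehicle and 100% = reference activator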
MsrA inhibitor: inhibits bovine methionine sulfoxide reductase A; AID 651718; 360,000 tested, 0.75% active; inhibition, % at 15.5 µM; purified bovine MsrA, absorbance read-out; in the data active means inhibition above about 4.5%;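 further: 0% = vehicle wells with enzyme and 100% = reference inhibitor wells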
E coli Lon inh: inhibitors of E. coli Lon protease; AID 602123; inhibition, % at 7.94 µM; 360,000 tested, 0.42% active; purified E. coli Lon protease, fluorescence polarization; in the data active means inhibition above about 13%, passing the limit was not always enough;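 further: 0% = enzyme with probe and DMSO and 100% = no enzyme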
Target sequence (P0A9M0 whole entry, looked up): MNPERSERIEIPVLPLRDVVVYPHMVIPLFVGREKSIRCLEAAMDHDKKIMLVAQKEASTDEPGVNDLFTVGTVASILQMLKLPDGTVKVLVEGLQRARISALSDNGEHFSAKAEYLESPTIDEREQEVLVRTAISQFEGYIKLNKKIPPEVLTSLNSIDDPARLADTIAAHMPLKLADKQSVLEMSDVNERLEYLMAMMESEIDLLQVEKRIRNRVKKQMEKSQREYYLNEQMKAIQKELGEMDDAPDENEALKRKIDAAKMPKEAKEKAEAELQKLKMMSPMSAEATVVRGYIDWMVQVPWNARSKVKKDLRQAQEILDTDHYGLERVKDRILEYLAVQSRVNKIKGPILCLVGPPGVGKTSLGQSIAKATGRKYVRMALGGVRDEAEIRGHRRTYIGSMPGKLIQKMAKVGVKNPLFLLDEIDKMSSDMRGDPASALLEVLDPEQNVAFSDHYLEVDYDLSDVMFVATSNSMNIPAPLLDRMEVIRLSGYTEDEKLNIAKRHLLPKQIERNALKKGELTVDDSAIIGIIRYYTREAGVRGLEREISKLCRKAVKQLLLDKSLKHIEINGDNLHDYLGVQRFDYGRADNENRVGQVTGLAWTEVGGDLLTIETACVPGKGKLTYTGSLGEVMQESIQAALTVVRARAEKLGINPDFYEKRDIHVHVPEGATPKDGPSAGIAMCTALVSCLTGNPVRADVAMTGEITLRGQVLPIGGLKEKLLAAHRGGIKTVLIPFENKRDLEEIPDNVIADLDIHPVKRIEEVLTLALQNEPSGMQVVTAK
Neddylation inh: inhibitors of human cullin neddylation. P61081+Q13564. TR-FRET cullin neddylation, biochemical. 360,000 tested, 0.58% active. calls only at 25 µM. AID 651699; in the data active means inhibition above about 36%
Rin1 Abl inh: blocks binding of human Rin1 to Abl; TR-FRET Rin1/Abl binding, biochemical; 360,000 tested, 0.4% active; AID 588664; inhibition, % at 7.35 µM; in the data active means inhibition above about 5%, passing the limit was not always enough
* marks the source's active call; other numbers are inactive results; i = inactive; . = not tested or not shown; + = active, no number.

SMILES | TbMetRS inhib | CSN deneddyl inh | FAS TE block | PABP1 MLLE inh | bovine MsrA act | MsrA inhibitor | E coli Lon inh | Neddylation inh | Rin1 Abl inh
CCCCCCC1CC(C)(C(=O)CNc2nncs2)OC1=O (stereo not drawn) | -0.7 | 1 | 5 | 13 | -7 | -0.2 | -5 | i | -1
CCOc1cccc(NC(=O)c2ccc(S(=O)(=O)N3CCCC3)cc2)c1 | 0.1 | -1 | 7 | 5 | -2 | -1.2 | -2 | i | -1
CC(=O)Nc1ccc(NC(=O)c2cc[n+]([O-])cc2)cc1 | -0.6 | 3 | -7 | -22 | -3 | 1.4 | -4 | i | 0
CNc1ccc2ncc(-c3cccc(C(=O)N(C)C)c3)n2n1 | -0.1 | 1 | -4 | -1 | -1 | 1.2 | -5 | . | -7
COc1ccccc1CC(=O)Nc1ccc(S(=O)(=O)N2CCCC2)cc1 | -0.9 | -3 | -2 | 6 | -3 | -0.8 | 6 | i | 2
CCc1ccccc1NC(=O)C1CCCN(c2ncccn2)C1 (stereo not drawn) | -0.1 | 5 | -4 | 5 | -1 | 0.2 | -1 | i | -1
COc1ccccc1NC(=O)CN1C(=O)NC2(CCCc3ccccc32)C1=O (stereo not drawn) | -0.2 | 4 | 0 | 7 | -9 | 0.6 | 5 | i | 3
O=C(CN1C(=O)NC2(CCCCC2)C1=O)Nc1cccc(S(=O)(=O)N2CCCC2)c1 | -0.2 | 3 | -2 | -5 | -3 | 1.0 | 2 | i | -1
Cc1nnc(CN(C)C(=O)CC2C(=O)NCCN2Cc2ccccc2C)o1 (stereo not drawn) | -0.4 | -4 | -6 | 7 | -5 | -0.5 | 8 | i | 2
O=C(NNC(=O)c1c(O)c2ccccc2[nH]c1=O)c1ccccc1Br | 0.4 | 4 | -3 | 2 | -2 | -1.9 | -7 | i | 3
COc1cc(Cl)ccc1OC1(C)CCN(Cc2cccc(OC)c2OC)C1 (stereo not drawn) | -0.1 | -5 | -4 | -5 | -4 | -0.8 | -2 | i | -3
Cc1ccc(/C=N/NC(=O)CNC(=O)c2ccc(S(=O)(=O)N(C)C)cc2)cc1 | -2.4 | 0 | -8 | -10 | -4 | 1.0 | -1 | i | 4
COCCNS(=O)(=O)c1ccc(SC)cc1 | -0.4 | 2 | -7 | 3 | 0 | 3.0 | -5 | i | 3
O=C(O)c1cc(N=Nc2c(O)[nH]c3ccc([N+](=O)[O-])cc23)ccc1Cl | -0.2 | 2 | 0 | -14 | -2 | -0.6 | -3 | i | 5
COc1cc(/C=N/NC(=O)c2cccc([N+](=O)[O-])c2)ccc1OCc1ccc(C)cc1 | -0.8 | 6 | -4 | 7 | 8.3* | -1.1 | -12 | i | 2
O=C(NCCS(=O)(=O)N1CCN(c2ccccc2F)CC1)c1cccs1 | -0.1 | -5 | -4 | 14 | -3 | -1.6 | -19 | i | 2
CCc1nc2c(OCC(=O)c3ccc(F)cc3)cccn2c1N(C)C(=O)c1cccs1 | -0.5 | 5 | -8 | -3 | -11 | -0.8 | -13 | i | 6
NC(=O)c1ccsc1NC(=O)CN1C(=O)NC2(CCCC2)C1=O | 0.2 | 0 | -3 | -18 | -1 | 0.3 | -15 | i | -2
CC(=O)N1c2ccc(S(=O)(=O)N(C)CC(=O)NC(C)c3ccccc3)cc2CC1C (stereo not drawn) | -0.7 | 0 | -5 | -8 | -3 | 1.6 | 11 | i | 1
COC(=O)C(/C=N/O)NC(=O)c1ccccc1 (stereo not drawn) | -0.4 | -13 | -7 | 3 | -3 | 0.6 | -10 | i | 3
CCCOC(=S)N/C(=N\S(=O)(=O)c1ccccc1)c1ccccc1 | -0.5 | -2 | -4 | 37 | -1 | -0.3 | 1 | i | 0
O=C(NCC1CCCO1)C1C2C=CC3(CN(Cc4cccs4)C(=O)C13)O2 (stereo not drawn) | -0.2 | 0 | -6 | 11 | -3 | 1.3 | 5 | i | -2
O=C(/C=C/c1ccco1)c1ccc(NC(=O)C23CC4CC(CC(C4)C2)C3)cc1 | -0.8 | 9 | 4 | -12 | -4 | 0.1 | -34 | i | -2
Cc1ccc(CC2S/C(=N/N=C/c3ccco3)NC2=O)cc1 (stereo not drawn) | -1.4 | -1 | 0 | -4 | -12 | 2.0 | 2 | i | -1
Cc1ccc(NC(=O)c2ccc(OC(=S)N3CCOCC3)cc2)cc1 | -0.9 | 3 | -4 | 11 | -8 | -1.5 | 8 | + | 1
O=C(NC1CCSc2ccccc21)c1ccccc1Cl (stereo not drawn) | -0.2 | 2 | 2 | 4 | 6 | -0.1 | -1 | i | -1
N#Cc1c(NC(=O)C2CC=CCC2C(=O)O)sc2c1CCCCCC2 (stereo not drawn) | -1.0 | -12 | -6 | 22 | -9 | -0.1 | -1 | i | -2
Cc1ccnc(NC(=O)c2cc([N+](=O)[O-])cc([N+](=O)[O-])c2)c1 | 0.3 | -6 | 8 | 7 | 1 | -0.1 | -9 | i | 1
O=C(COc1ccc(S(=O)(=O)N2CCOCC2)cc1)N1CCc2ccccc2C1 | -0.8 | -4 | -2 | 1 | -5 | -0.9 | -4 | i | -6
CN1C(=O)CS/C1=N\NC(=O)COc1cccc2cccnc12 | -0.7 | 2 | -1 | -1 | -2 | 0.0 | -6 | i | 0
CC(C)c1cccc(-c2csc(C(O)c3ccc(F)cc3)n2)c1 (stereo not drawn) | -0.4 | -1 | 20 | 1 | -1 | 0.1 | -2 | i | -3
CC(C)(C)C(=O)CCN1C(=O)C2(OCCO2)c2ccccc21 | -0.8 | 1 | -8 | -5 | 10* | -0.6 | -1 | i | 1
CC(=O)N1CC2(C)CN(C(C)=O)CC(C)(C1)C2 | -0.2 | 1 | -2 | -5 | 0 | -0.3 | -2 | i | 1
CC(C)NC(=O)CC(=O)N/N=C/c1cccs1 | -0.3 | -1 | -3 | 2 | -4 | -0.6 | 4 | i | 3
COc1cccc(-c2cc(C(=O)Nc3c(C)n(C)n(-c4ccccc4)c3=O)no2)c1 | -0.4 | 3 | -5 | 2 | -6 | 1.3 | -3 | i | 3
COc1ccc(-c2nn(-c3ccccc3)cc2C(=O)Nc2cccc(C(=O)O)c2)cc1[N+](=O)[O-] | -0.4 | 0 | 21 | 3 | -2 | 2.0 | -5 | i | 0
CC(=O)Nc1cccc(-c2ccnc3c2CC(C)(C(=O)NCc2cccc(Cl)c2)O3)c1 (stereo not drawn) | -0.2 | 8 | 2 | 7 | -2 | -0.9 | -8 | i | 0
O=C(CN1C(=O)NC2(CCOc3ccccc32)C1=O)c1ccc(F)c(F)c1 (stereo not drawn) | 0.0 | -1 | 8 | 12 | -4 | 0.9 | -16 | i | 0
COC(=O)c1ccc(CN2C(=O)NC(c3ccccc3)(c3ccccc3)C2=O)o1 | -0.6 | 2 | 6 | -2 | 0 | 0.5 | -2 | i | -2
Cc1ccnc(NCc2cccc3ccccc23)c1 | 0.3 | 2 | 8 | -2 | 3 | 1.2 | -5 | i | 1

Whole records as entered above. Values in the order: TbMetRS inhib	CSN deneddyl inh	FAS TE block	PABP1 MLLE inh	bovine MsrA act	MsrA inhibitor	E coli Lon inh	Neddylation inh	Rin1 Abl inh
Listed for `CCCOC(=S)N/C(=N\S(=O)(=O)c1ccccc1)c1ccccc1` → -0.5	-2	-4	37	-1	-0.3	1	i	0
Listed for `CC(C)c1cccc(-c2csc(C(O)c3ccc(F)cc3)n2)c1` (stereo not drawn) → -0.4	-1	20	1	-1	0.1	-2	i	-3

Other structures:
SMILES | TbMetRS inhib | CSN deneddyl inh | FAS TE block | PABP1 MLLE inh | bovine MsrA act | MsrA inhibitor | E coli Lon inh | Neddylation inh | Rin1 Abl inh
COc1ccc(-c2csc3ncn(CC(=O)N4CCOCC4)c(=O)c23)cc1 | -0.6 | 2 | 14 | 5 | 1 | 1.1 | 1 | i | -4
CCCC(=O)Nc1nc(-c2ccccc2)ns1 | 0.3 | -1 | 2 | 6 | -5 | -1.5 | 3 | i | 1
COc1cc(C(=O)N/N=C/C2CC=CCC2)cc(OC)c1OC (stereo not drawn) | 0.3 | -6 | -7 | 10 | -2 | -0.2 | -1 | i | -4
O=C(Nc1ccc(NC(=O)c2ccccc2F)cc1)c1cccs1 | -0.3 | -1 | -4 | 3 | -4 | -0.6 | -2 | i | 0
O=C(O)/C=C/C(=O)c1ccc2c(c1)CCc1ccccc1-2 | -0.1 | 7 | 8 | 33 | -8 | 2.1 | -4 | i | -3
COc1cccc(CN2CCNC(=O)C2CC(=O)NCc2cc(C(C)C)no2)c1 (stereo not drawn) | -0.2 | -3 | -5 | 7 | -2 | 0.2 | -3 | i | 1
CN1CCN(C(=O)/C(=C/c2cccnc2)NC(=O)c2cccc(Br)c2)CC1 | -0.3 | 0 | -5 | -3 | -3 | -0.8 | 2 | i | 2
COc1ccccc1N1CCN(C(=O)c2cc(-c3ccco3)on2)CC1 | -0.3 | 5 | 9 | -5 | -4 | -0.8 | -45 | i | 3
CCOc1ccccc1NC(=O)C1CCCN(S(=O)(=O)c2ccc(-n3cnnn3)cc2)C1 (stereo not drawn) | -0.4 | 3 | 4 | 6 | -4 | 1.4 | -2 | i | 1
COc1ccccc1CNC(=O)c1cn(C)c(=O)c2cc(OC)c(OC)cc12 | -0.8 | -2 | -3 | -1 | -3 | -0.6 | -1 | i | -2
Cc1ccc(N(C(=O)C2CCC(=O)N2)C2(C(=O)NC3CCCCC3)CCCCC2)cc1 (stereo not drawn) | -0.5 | 4 | -9 | 4 | -5 | -0.1 | 0 | i | -2
Cc1c(NC(=O)CN2C(=O)C(=O)N(Cc3ccccc3)C2=O)c(=O)n(-c2ccccc2)n1C | -0.6 | 1 | -4 | -11 | -3 | 0.8 | -6 | i | 0
COCCCn1c(SCc2nc3ccccc3c(=O)[nH]2)nc2ccccc2c1=O | -0.2 | 1 | 1 | -58 | 0 | 0.1 | -2 | i | 4
CCOC(=O)c1nnn(-c2ccc([N+](=O)[O-])cc2)c1C | 0.0 | 5 | -2 | -2 | -1 | -0.5 | 2 | i | 2
O=C(c1ccc(F)cc1)N1CCCCC(Sc2nnc3ccccn23)C1=O (stereo not drawn) | 0.1 | -2 | -4 | 2 | -5 | -1.6 | 4 | i | 2
CC(=O)c1ccc(C(=O)Nc2nnc(-c3ccc(Cl)cc3)o2)cc1 | 0.4 | -2 | 1 | 1 | -2 | 1.6 | 3 | i | 5
CCN1CCN(Cc2c(O)ccc3c(C)cc(=O)oc23)CC1 | 0.0 | 0 | -3 | 9 | -1 | 3.8 | 1 | . | 1
CC(C)=CC(=O)Nc1nnc(-c2ccccc2C)s1 | -0.3 | -17 | -2 | -1 | -3 | 0.6 | 3 | i | 1
NC(=O)C1=CC2C3C=CC2(O)C(=O)OC3O1 (stereo not drawn) | 0.3 | 4 | -2 | -9 | -1 | -0.8 | -10 | i | -1

4 entries from above, ordered by the value under TbMetRS inhib, high to low:
Structure,TbMetRS inhib
NC(=O)C1=CC2C3C=CC2(O)C(=O)OC3O1 (stereo not drawn),0.3
COc1cccc(CN2CCNC(=O)C2CC(=O)NCc2cc(C(C)C)no2)c1 (stereo not drawn),-0.2
COc1ccccc1N1CCN(C(=O)c2cc(-c3ccco3)on2)CC1,-0.3
CCOc1ccccc1NC(=O)C1CCCN(S(=O)(=O)c2ccc(-n3cnnn3)cc2)C1 (stereo not drawn),-0.4

Entries above printed as active in bovine MsrA act:
Compound | TbMetRS inhib | CSN deneddyl inh | PABP1 MLLE inh | bovine MsrA act | MsrA inhibitor | E coli Lon inh | Neddylation inh | Rin1 Abl inh
COc1cc(/C=N/NC(=O)c2cccc([N+](=O)[O-])c2)ccc1OCc1ccc(C)cc1 | -0.8 | 6 | 7 | 8.3* | -1.1 | -12 | i | 2
CC(C)(C)C(=O)CCN1C(=O)C2(OCCO2)c2ccccc21 | -0.8 | 1 | -5 | 10* | -0.6 | -1 | i | 1
